# KCNH2 3.1 block = qHTS for Inhibitors of KCHN2 3.1: Mutant qHTS; U2OS KCNH2 3.1, thallium flux FluxOr; hits give low values; activity change, % (tested at about 1.8 µM); hit rate 0.95% among 340,000;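 active = maximum activity change below -70%; inconclusive = maximum activity change from -70% to -50%; inactive = maximum activity change above -50%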;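 also: thallium influx rate constant from kinetic fluorescence after stimulation buffer; % is scaled to controls: 0 for no effect and ±100 for the full control effect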
#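 FluxOr-based Tl+ influx in U2OS cells transduced with KCNH2 3.1 virus; rate constants normalized to DMSO controls.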
# PKM2 activator = qHTS Assay for Activators of Human Muscle isoform 2 Pyruvate Kinase; Pyruvate kinase PKM (Homo sapiens), P14618; purified PKM2, Kinase-Glo ATP luminescence, activation; response scale: 0% is enzyme alone, no compound; Potency, µM (top dose mostly 57.5 µM), for the others: at the highest dose activation, usual class: activators; hit rate 0.34% among 260,000; AID 1631, 2009; also: potency is read from the fitted curve at half-maximal effect; % is scaled to controls: 0 for no effect and ±100 for the full control effect; nearly all actives have a fitted effect of over 55% in size
#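 ATP formation by purified human PK-M2, quantified via coupled luciferase luminescence after 1 h at room temperature with 0.1 mM ADP and 0.5 mM PEP final.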
# Giardia killer = Small Molecules that selectively kill Giardia lamblia: qHTS; activity change, % at 7.66 µM, hits read low; Giardia lamblia trophozoite viability; hit rate 0.15% among 340,000; in the data active = activity change below about -80%; inconclusive = between about -30% and that limit;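 also: parasites exposed to compound for two days anaerobically before the ATP read; % is scaled to controls: 0 for no effect and ±100 for the full control effect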
#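 Anaerobic 48 hrs incubation at 37 deg C of 100 trophozoites/well with test compounds; ATPLite 1-Step luminescence, 15-30 min RT, reports cellular ATP as viability.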
# GALK inhibitor = qHTS Assay for Inhibitors of Human Galactokinase (GALK); P51570; Purified GALK, Kinase-Glo residual ATP luminescence; Potency, µM (series often up to 57.5 µM), for the others: top-dose activity change, negative = inhibition, most hits filed as inhibitors; hit rate 0.007% among 270,000; AID 1868, 2009; also: potency is read from the fitted curve at half-maximal effect; % is scaled to controls: 0 for no effect and ±100 for the full control effect
# Target sequence (P51570 whole entry, looked up): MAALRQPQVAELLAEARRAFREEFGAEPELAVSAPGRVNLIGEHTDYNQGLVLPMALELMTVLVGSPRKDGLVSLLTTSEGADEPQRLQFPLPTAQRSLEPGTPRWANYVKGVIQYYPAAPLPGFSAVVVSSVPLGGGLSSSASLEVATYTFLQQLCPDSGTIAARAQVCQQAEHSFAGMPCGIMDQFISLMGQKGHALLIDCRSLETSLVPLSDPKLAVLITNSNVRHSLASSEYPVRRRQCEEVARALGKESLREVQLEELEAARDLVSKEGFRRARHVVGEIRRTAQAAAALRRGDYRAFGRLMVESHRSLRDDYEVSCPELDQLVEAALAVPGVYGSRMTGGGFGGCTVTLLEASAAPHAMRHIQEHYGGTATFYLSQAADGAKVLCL
#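 The enzyme phosphorylates galactose (100 uM) using ATP (35 uM); inhibition is detected as higher residual ATP, quantified by bioluminescence after 1 h reaction at room temperature, pH 8.0.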
# USP2a block = qHTS Assay for Inhibitors of Ubiquitin-specific Protease USP2a Using CHOP2 as the Reporter; USP2 core, Ub-CHOP2 coupled fluorogenic reporter, 485/531; hit rate 0.01% among 330,000; AID 463254, 2010; Potency, µM (doses to about 38.3 µM), for the others: at the top dose activity change, negative = inhibition, most hits filed as inhibitors;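 also: potency is read from the fitted curve at half-maximal effect; plate controls were DMSO wells for no effect and full inhibition by NEM control for full effect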
#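 Deubiquitinase activity read as fluorescence (485/531 nm) after Ub-CHOP2 cleavage activates the enterokinase reporter on its substrate; USP2 core 10nM, Ub-CHOP2 and substrate 25nM each, 30min compound preincubation then 60min RT; data normalized to NEM, curves fitted.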
# hERG WT inh = qHTS for Inhibitors of KCHN2 3.1: Wildtype qHTS. Voltage-gated inwardly rectifying potassium channel KCNH2 (Homo sapiens), Q12809. U2OS, BacMam KCNH2, thallium flux FluxOr; hits give low values. activity change, % at 1.84 µM. hit rate 0.37% among 340,000. AID 720551, 2013;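 active = maximum activity change below -70%; inconclusive = maximum activity change between -70% and -50%; inactive = maximum activity change above -50%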; also: % is scaled to controls: 0 for no effect and ±100 for the full control effect
#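 U2OS cells were transduced with wild-type KCNH2 virus (2.03 x 10^8 / mL) for 4 h at room temperature, then cultured overnight at 37 C. Thallium flux was read with FluxOr dye. Rate constants were normalized to DMSO controls.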
# FBPA coupling cs = qHTS Assay for Inhibitors of Fructose-1,6-bisphosphate Aldolase from Giardia Lamblia: Coupling assay counterscreen | coupling enzyme system counterscreen, AmpLite Red fluorescence | activity change, negative = inhibition, % at 58.2 µM, hits read low | hit rate 0.67% among 290,000 | AID 2472, 2010; in the data active = activity change below about -30%; also: % is scaled to controls: 0 for no effect and ±100 for the full control effect
#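 First, compound is pin-transferred into glyceraldehyde-3-phosphate coupling-enzyme reagent at 57.5 uM final and held 10 min at RT. Next, substrate, coupling system and AmpLite Red are added. After 20 min RT, fluorescence (525/598 nm) is read.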
# Menin-MLL TR inh = qHTS Assay for Inhibitors Targeting the Menin-MLL Interaction in MLL Related Leukemias: Competition With Texas Red Labeled MLL-derived Mutant Peptide. O00255. Menin + Texas Red MLL mutant peptide, fluorescence polarization. Potency, µM (doses to about 61.6 µM), without a hit: top-dose FP activity change, negative = inhibition, usual class: inhibitors. hit rate 0.23% among 270,000. AID 1768, 2009; active = well fitted inhibition curve with a large enough effect in the polarisation, with a control signal flat, not every such curve was filed as active; inconclusive = small, poorly fitted or top-dose-only effect, or effect the other way, or a change in a side signal; inactive = no such curve, though single readings can be large or run the other way; the % refers to the polarisation; also: potency is read from the fitted curve at half-maximal effect; % of control where 0% means no effect; many of its hits are not listed in these tables
# Target sequence (O00255 whole entry, looked up): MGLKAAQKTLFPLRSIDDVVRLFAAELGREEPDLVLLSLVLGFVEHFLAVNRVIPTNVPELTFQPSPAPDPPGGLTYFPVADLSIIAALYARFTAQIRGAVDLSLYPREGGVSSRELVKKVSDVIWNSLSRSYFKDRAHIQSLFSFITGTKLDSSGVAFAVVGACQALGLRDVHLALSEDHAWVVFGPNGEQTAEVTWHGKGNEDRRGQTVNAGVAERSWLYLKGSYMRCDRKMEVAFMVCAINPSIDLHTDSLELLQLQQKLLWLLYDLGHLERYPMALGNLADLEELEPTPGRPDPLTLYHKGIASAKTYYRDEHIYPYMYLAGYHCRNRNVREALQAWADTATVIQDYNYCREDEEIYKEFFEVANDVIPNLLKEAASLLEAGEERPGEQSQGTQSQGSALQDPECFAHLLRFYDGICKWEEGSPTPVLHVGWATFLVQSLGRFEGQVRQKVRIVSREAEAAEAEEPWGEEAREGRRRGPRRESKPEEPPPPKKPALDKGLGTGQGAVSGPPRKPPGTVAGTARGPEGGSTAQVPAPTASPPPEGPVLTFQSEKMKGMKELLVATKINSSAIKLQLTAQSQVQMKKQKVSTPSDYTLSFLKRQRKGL
# B2AR arrestin = qHTS assay of beta-arrestin-biased ligands of beta2-adrenergic receptor; Beta-2 adrenergic receptor (Homo sapiens), P07550; beta-arrestin recruitment to beta2AR, cell-based reporter; Potency, µM (doses to about 46.1 µM), inactives show at the highest dose activation, actives largely listed as activators; hit rate 0.02% among 330,000;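 also: potency is read from the fitted curve at half-maximal effect; 0% = DMSO controls and full agonism = EC100 isoproterenol or metaproterenol; nearly all actives have a fitted effect of over 65% in size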
# CXXC DNA block = qHTS Fluorescence Polarization Assay for Inhibitors of MLL CXXC domain - DNA interaction; MLL-CXXC / FITC-HOXA9 DNA fluorescence polarization; Potency, µM (series often up to 115 µM), inactives show at the top dose activity change, negative = inhibition, usual class: inhibitors; Histone-lysine N-methyltransferase 2A (Homo sapiens), Q03164; hit rate 0.037% among 290,000; AID 2662, 2010; active = well fitted inhibition curve with a large enough effect in the polarisation, with a control signal flat, not every such curve was filed as active; inconclusive = small, poorly fitted or top-dose-only effect, or effect the other way, or a change in a side signal; inactive = no such curve, though single readings can be large or run the other way; the % refers to the polarisation; also: potency is read from the fitted curve at half-maximal effect
#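 Fluorescence polarization: 7 uM MLL-CXXC (stock) preincubated 5 min with compounds, then 50 nM fluorescein-HOX-A9 DNA (stock) added; 30 min ambient. Buffer 50 mM Tris-HCl pH 7.5, 50 mM NaCl, 1 mM DTT, 0.05% BSA.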
# TRPV1 ag = HTS Assay for Compounds that Act as Agonists of the Vanilloid Receptor 1 | Transient receptor potential cation channel subfamily V member 1 (Homo sapiens), Q8NER1 | TRPV1-expressing cells, Fluo-8 calcium influx, agonist mode | activation, % at 8.33 µM | hit rate 0.19% among 320,000; in the data active = activation above about 80%; inconclusive = between about 30% and that limit; also: 0% is about no effect
#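 TRPV1-expressing cells were cultured overnight at 35.5C and loaded with Fluo-8 calcium dye for 40 to 90 min at room temperature. After a 10 s baseline, compound was added and calcium influx was read kinetically for 3 min (ex 480/em 520 nm).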
# Numbers without * were called inactive; ? = inconclusive; . = not tested or not shown; [ ] = remark or other dose. Unless noted, calls follow the shape of the dose curve; as a rule, active = well fitted curve in the direction sought with a large enough effect; inconclusive = small, poorly fitted or top-dose-only effect, or another doubt; inactive = no such curve, though single readings can be large; an effect the other way counts as inactive or inconclusive.
(1) c1ccc(-c2cc(-c3nc4ccccc4[nH]3)c3ccccc3n2)cc1
(2) CC(C)(C)c1ccc(C(=O)NC(=S)Nc2ccc(N3CCOCC3)cc2)cc1
(3) CC(=O)c1cc2c(cc1NC(=O)Cn1cnc3ccccc3c1=O)OCO2
(4) CCN(CC)C(=O)Cn1cnc2sc(C)c(S(=O)(=O)N3CCC(C)CC3)c2c1=O
(5) O=S(=O)(NCCCN1CCOCC1)c1ccc2ccccc2c1
(6) Cc1ccc(C2C(C#N)=C(N)Oc3cc(C)oc(=O)c32)o1 (stereo not given)
entry no.,1,2,3,4,5,6
KCNH2 3.1 block,-11,-15,-19,8,-3,0
PKM2 activator,0%,2%,.,-3%,-5%,18%
Giardia killer,16,6,-19,5,-5,23
GALK inhibitor,.,1%,.,-1%,1%,-1%
USP2a block,-2%,-9%,0%,0%,-1%,3%
hERG WT inh,3,4,3,15,9,-3
FBPA coupling cs,-4,0,.,1,-1,-1
Menin-MLL TR inh,-9%,1%,.,-17%,-15%,4%
B2AR arrestin,-0.8%,-4.8%,-0.2%,-0.5%,0.1%,-0.1%
CXXC DNA block,3%,5%,.,15%,-1%,-14%
TRPV1 ag,?,-1,-1,-2,?,2

(7) C=C(C)C(=O)OCC(C)C
(8) COc1ccc(C(=O)N/C(=C\c2cn(S(=O)(=O)N(C)C)c3ccccc23)C(=O)NC(C)C)cc1
(9) Cc1nn(-c2ccccc2)c(C)c1/C=N\N1CCN(c2ccc(Cl)cc2)CC1
(10) COc1ccc(C(=O)COC(=O)CNC(=O)c2ccc(C)s2)c(OC)c1
(11) O=C1/C(=C/c2ccc3c(c2)OCO3)CCC/C1=C\c1ccc2c(c1)OCO2
(12) Cc1ccc2nc(C)cc(Nc3ccc4c(c3)OCCO4)c2c1
entry no.,7,8,9,10,11,12
KCNH2 3.1 block,2,-4,.,-1,-11,3
PKM2 activator,.,1%,-1%,.,1%,3%
Giardia killer,0,0,5,-7,12,-3
GALK inhibitor,.,-1%,2%,.,1%,1%
USP2a block,1%,1%,0%,3%,0%,-1%
hERG WT inh,-4,1,-5,1,-6,-7
FBPA coupling cs,.,11,1,.,-3,-6
Menin-MLL TR inh,.,-4%,13%,.,5%,-7%
B2AR arrestin,-2.5%,-0.5%,0.0%,-0.2%,0.0%,-1.1%
CXXC DNA block,.,-8%,0%,.,2%,2%
TRPV1 ag,-1,27,-1,.,4,-3

(13) CSCCC(NS(=O)(=O)c1ccc2[nH]c(=O)c(=O)[nH]c2c1)C(=O)O (stereo not given)
(14) CC(=O)Oc1cccc(C2C3=C(CC(C)(C)CC3=O)Nc3ccccc3N2C(C)=O)c1 (stereo not given)
(15) COc1ccc(/C=C/C(=O)NC(=S)N2CCOCC2)cc1
(16) CN(CC(=O)Nc1ccc(S(=O)(=O)N2CCOCC2)cc1)Cc1ccc(F)cc1
(17) CS(=O)(=O)c1cccc(C(=O)N(CCc2ccccc2)Cc2cccs2)c1
(18) O=C(Nc1ccc2cn[nH]c2c1)c1ccccc1F
entry no.,13,14,15,16,17,18
KCNH2 3.1 block,4,6,21,-1,2,-18
PKM2 activator,-6%,-2%,-34%,.,2%,-6%
Giardia killer,21,-16,15,18,9,-15
GALK inhibitor,5%,5%,19%,.,-1%,0%
USP2a block,-1%,-1%,1%,-1%,-1%,-1%
hERG WT inh,-5,-6,-5,-19,27,0
FBPA coupling cs,3,2,1,.,-5,0
Menin-MLL TR inh,-3%,1%,-6%,.,-1%,-4%
B2AR arrestin,3.8%,-0.6%,0.4%,-0.6%,0.0%,0.5%
CXXC DNA block,-2%,-6%,6%,.,-2%,3%
TRPV1 ag,1,2,-2,29,27,?

(19) CCOC(=O)C1CCN(C(=O)COc2ccc(S(=O)(=O)NC(C)C)cc2Cl)CC1
(20) CCOC(=O)C1=C(c2ccccc2)N=C2SCC(=O)N2C1c1ccc(O)c(OC)c1 (stereo not given)
(21) CC1CC(C)CN(CCCNC(=O)c2ccc(CS(=O)(=O)Cc3ccccc3F)o2)C1 (stereo not given)
(22) COC(=O)CCC(=O)OC1(C)C(=O)C=C2C=C(C3CC3)N(CCc3ccccn3)C=C2C1=O (stereo not given)
(23) O=C1CCCC2=C1C(c1cccs1)Nc1ccccc1N2 (stereo not given)
(24) CCOc1ccc(-n2c(-c3ccccc3)nnc2-c2ccccc2)cc1
entry no.,19,20,21,22,23,24
KCNH2 3.1 block,2,-7,-4,-3,-13,4
PKM2 activator,0%,1%,-6%,-7%[11.5 µM],6%,-1%
Giardia killer,15,-12,3,9,-3,9
GALK inhibitor,-2%,1%,-1%,3%,-1%,.
USP2a block,2%,0%,1%,8%,-2%,2%
hERG WT inh,8,6,44,3,-1,-4
FBPA coupling cs,-1,1,0,-49*,-3,8
Menin-MLL TR inh,1%,8%,-21%,-6%[11.7 µM],1%,-14%
B2AR arrestin,-0.1%,-1.7%,0.3%,-0.2%,-0.8%,0.3%
CXXC DNA block,0%,-1%,-1%,-13%,-3%,22%
TRPV1 ag,-5,6,-1,-3,-2,18

(25) CCN(CC(=O)Nc1ccc(OC)cc1)C(=O)c1ccc2c(c1)NC(=O)C(C)S2 (stereo not given)
(26) Cc1ccc(C2(C)NC(=O)N(CC(=O)N(Cc3ccccc3)C(C)(C)C)C2=O)cc1 (stereo not given)
(27) CCC(CC)C(=O)Nc1nnc(CCc2ccccc2)s1
(28) CCCCn1c(SCC(=O)O)nc2ccccc21
(29) O=C(Nc1cc([N+](=O)[O-])ccc1N1CCOCC1)c1ccco1
(30) COCCCN1CN(S(=O)(=O)c2ccc(Cl)cc2)c2nc3ccccc3nc21
entry no.,25,26,27,28,29,30
KCNH2 3.1 block,1,32,3,-10,2,-13
PKM2 activator,.,.,11%,-3%,-3%,2%
Giardia killer,12,10,4,-13,-5,-9
GALK inhibitor,.,1%,2%,-5%,1%,0%
USP2a block,0%,-6%,2%,1%,-2%,-2%
hERG WT inh,-3,-3,-7,5,0,4
FBPA coupling cs,.,0,-2,3,1,1
Menin-MLL TR inh,.,?,-10%,-2%,0%,-3%
B2AR arrestin,-0.2%,-0.6%,-0.2%,0.1%,-0.2%,0.4%
CXXC DNA block,.,9%,-4%,-12%,-13%,?
TRPV1 ag,-2,?,0,0,2,15

(31) Cc1ccc(C)c(CSCc2nc3ccccc3[nH]2)c1
(32) CCN(Cc1ccccc1)S(=O)(=O)c1ccc(C(=O)N(CCCN(C)C)c2nc3c(C)c(C)ccc3s2)cc1
(33) C=CCN(C(=O)Cn1nnc2ccccc21)C(C(=O)NCCOC)c1ccc(OC)cc1OC (stereo not given)
(34) COc1ccc(NC(=O)Nc2ccc(F)cc2)cn1
(35) Cc1cccc(CC(C)NC(=O)c2cc(COc3ccc(F)cc3F)on2)n1 (stereo not given)
(36) COc1ccc(CN(C)C(=O)c2cnc(C)cn2)c(OC)c1OC
entry no.,31,32,33,34,35,36
KCNH2 3.1 block,-8,-28,-5,12,-11,-7
PKM2 activator,.,.,4%,.,.,.
Giardia killer,1,-4,12,5,3,-5
GALK inhibitor,.,.,-1%,-1%,8%,.
USP2a block,-7%,-8%,0%,-1%,1%,2%
hERG WT inh,6,-7,-4,0,-11,3
FBPA coupling cs,1,.,1,0,-1,4
Menin-MLL TR inh,8%,.,?,12%,-10%,-2%
B2AR arrestin,-0.5%,-1.5%,0.2%,0.1%,-0.3%,-0.3%
CXXC DNA block,-7%,.,2%,-1%,8%,4%
TRPV1 ag,?,2,3,?,28,3

# By substructure, the compounds so far containing a COOH group
(13) CSCCC(NS(=O)(=O)c1ccc2[nH]c(=O)c(=O)[nH]c2c1)C(=O)O (stereo not given)
(28) CCCCn1c(SCC(=O)O)nc2ccccc21
entry no.,13,28
KCNH2 3.1 block,4,-10
PKM2 activator,-6%,-3%
Giardia killer,21,-13
GALK inhibitor,5%,-5%
USP2a block,-1%,1%
hERG WT inh,-5,5
FBPA coupling cs,3,3
Menin-MLL TR inh,-3%,-2%
B2AR arrestin,3.8%,0.1%
CXXC DNA block,-2%,-12%
TRPV1 ag,1,0

# Not all compounds are listed. The share of hits here may be higher or lower than overall.
